FEN1 inhibitor = qHTS Assay for the Inhibitors of Human Flap endonuclease 1 (FEN1). P39748. Recombinant FEN1 flap cleavage, fluorescence, 15 min. Potency, µM (series often up to 114 µM), inactives show at the highest dose activity change, negative = inhibition, usual class: inhibitors. 390,000 tested, 0.35% active. AID 588795, 2011; note: nearly all actives have a fitted effect of over 65% in size
Target sequence (P39748 whole entry, looked up): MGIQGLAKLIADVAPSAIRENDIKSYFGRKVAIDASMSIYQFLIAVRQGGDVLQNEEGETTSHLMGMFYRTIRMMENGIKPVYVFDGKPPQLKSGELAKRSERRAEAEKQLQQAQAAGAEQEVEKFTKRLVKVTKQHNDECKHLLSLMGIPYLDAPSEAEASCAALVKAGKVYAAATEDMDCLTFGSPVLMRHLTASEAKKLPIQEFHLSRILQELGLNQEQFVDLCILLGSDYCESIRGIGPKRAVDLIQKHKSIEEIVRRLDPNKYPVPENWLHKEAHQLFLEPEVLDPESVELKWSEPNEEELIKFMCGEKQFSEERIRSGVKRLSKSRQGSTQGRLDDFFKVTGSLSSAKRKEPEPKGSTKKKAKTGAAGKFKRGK
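With each library titrated from low to high concentration, compounds met 10 nM FEN1 for 15 min at room temperature before 50 nM substrate was added; readings at 0 and 15 min fed four-parameter Hill curve fits.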
N370S GC mod = qHTS Assay for Inhibitors and Activators of N370S glucocerebrosidase as a Potential Chaperone Treatment of Gaucher Disease. Lysosomal acid glucosylceramidase (Homo sapiens), P04062. 330,000 tested, 0.092% active. Potency, µM (titrated, usually from 59.4 µM), inactives show at the top dose activity change, negative = inhibition, actives largely listed as inhibitors. N370S GC spleen homogenate, 4MU-glucoside fluorescence;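 note: 0% = full enzyme activity and -100% = no enzyme basal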
TDP1 cell CPT = qHTS for Inhibitors of human tyrosyl-DNA phosphodiesterase 1 (TDP1): qHTS in cells in presence of CPT; chicken DT40 Tdp1-/-;hTDP1 cells + 20 nM CPT, ATP luminescence, 48 h; Potency, µM (top dose mostly 46.2 µM), for inactives: at the highest dose activity change, negative = growth inhibition, actives largely listed as inhibitors; 420,000 tested, 12% active; note: nearly all actives have a fitted effect of over 55% in size
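Cell growth measured by CellTiter-Glo luminescence after a minimum 48 h, 37 C compound exposure with 20 nM CPT in Tdp1-knockout DT40 cells stably expressing hTDP1, seeded 400/well; qHTS titration format.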
The depositor's hits bear a star; u = inconclusive; x = not tested or not shown; & = joins results of further samples. Calls come from the whole dose curve; as a rule, active = well fitted curve in the direction sought with a large enough effect; inconclusive = small, poorly fitted or top-dose-only effect, or another doubt; inactive = no such curve, though single readings can be large; an effect the other way counts as inactive or inconclusive. Unless noted, % is set by controls: 0 for no effect and ±100 for the full control effect; potency is the fitted concentration of half-maximal effect. Not all compounds are listed; the hit share may differ from the screen's.

SMILES | FEN1 inhibitor | N370S GC mod | TDP1 cell CPT
CCN(C(=O)COC(=O)c1cc(S(=O)(=O)N2CCOCC2)c(Cl)cc1Cl)C1CCS(=O)(=O)C1 (stereo unspecified) | 1.1% | -3.8% | 7.6%
O=S1(=O)NC(CC2=CCCCC2)C2CCCCC2O1 (stereo unspecified) | 11.5% | -1.1% | 7.31µM*
CC1CN(c2ccccc2)C(=O)CS1 (stereo unspecified) | -3.8% | 5.0% | -1.0%
O=C(O)c1ccccc1S(=O)(=O)CC(=O)N1CCCCC1 | 1.3% | -9.8% | 7.1%
CCOC(=O)c1c(NC(=O)C2CC(Cl)=CCC2C(=O)O)sc2c1CCCCC2 (stereo unspecified) | -16.4% | u | -0.9%
COc1ccc(/C=C2\SC(=O)N(CCC(=O)N(C)C3CCS(=O)(=O)C3)C2=O)cc1 (stereo unspecified) | -5.9% | -3.2% | u
CN(C(=O)CSc1nnc(C2CC2)n1C)C1CCCc2ccccc21 (stereo unspecified) | -6.0% | -1.0% | -12.5%
O=C(CC1(O)C(=O)N(Cc2ccccc2Cl)c2ccccc21)c1ccco1 (stereo unspecified) | -10.4% | -6.9% | 3.26µM*
CC(=O)c1cccc(NC(=O)CSc2nnc(-c3ccc(S(=O)(=O)N4CCCC4)cc3)o2)c1 | 16.6% | 3.7% | -28.3%
CCOc1ccc(CNC(=O)CN2C(=O)CSc3ccc(S(=O)(=O)N4CCOCC4)cc32)cc1OC | -6.5%&19.3% | -0.8% | 1.4%&-9.9%
COc1ccc(C(CNC(=O)c2cccc3cccnc23)N(C)C)cc1 (stereo unspecified) | -11.2% | -14.8% | -13.3%
O=C(Nc1ccc(NC(=O)c2cc3ccccc3o2)cc1)c1ccco1 | -6.3% | -22.2% | u
Cc1cc(Nc2ccc(O)cc2)ccc1N | u | -5.3% | 5.01µM*
COc1cc(OC)cc(C(=O)NCCOc2ccccc2)c1 | -9.1% | -14.2% | -18.3%
CC1CN(C(=S)SCCN2C(=O)CCC2=O)CC(C)O1 (stereo unspecified) | -12.7% | 13.2% | -0.3%
COc1ccccc1NC(=S)N1CCCc2ccccc21 | 3.7% | 6.1% | -21.7%
CCCCn1c(N)c(N(CC)C(=O)CCc2ccccc2)c(=O)[nH]c1=O | 0.9% | 0.3% | -1.1%
N/C(=N\OC(=O)CN1C(=O)c2ccccc2C1=O)c1ccc(Br)cc1 | -13.6% | 4.6% | -0.1%
O=C(/C=C/c1ccc([N+](=O)[O-])cc1)NCCSc1ccccc1 | 6.8% | -5.4% | u
O=C1c2ccccc2NC(c2ccccc2)N1c1ccc(O)cc1 (stereo unspecified) | 6.8% | 26.3% | -23.5%
O=C(c1cc(-c2cccs2)nc2ccccc12)N1CCN(c2ccccc2)CC1 | -6.1% | -8.7% | u
C[C@H](NC(=O)c1nc[nH]c1C(=O)NCc1ccccc1)c1ccccc1 | -21.3% | x | u
CCC(C)[C@H](NC(=O)N1CCN(c2cccc(C(F)(F)F)c2)CC1)C(=O)OC (stereo partly specified) | -17.3% | 4.8% | 14.6µM*
CCOC(=O)NNC(=O)C12CC3CC(CC(C3)C1)C2 | 17.5% | -7.4% | 3.1%
COc1ccccc1C(=O)NC(=S)Nc1cccnc1Cl | -4.0% | 1.9% | -0.4%
COc1ccccc1C(=O)NCCn1ccc2ccccc21 | -10.1% | 13.7% | u
Cc1nc(-c2ccccc2)nc2n[nH]c(N)c12 | 3.8% | x | -2.3%
CSc1ccc(CNC(=O)c2ccc3c(c2)N(C)C(=O)C2CCCCN32)cc1 (stereo unspecified) | 12.8% | x | u
O=[N+]([O-])c1cccc2cnccc12 | 14.0% | x | -21.4%
COc1cccc(Nc2nc3ccccc3n3cnnc23)c1 | -22.3% | 2.6% | u
COc1ccc(S(=O)(=O)Nc2cccc3c2O[C@H](CN(C)CC2CC2)[C@@H](C)CN([C@H](C)CO)C3=O)cc1 | -15.6% | x | 2.0%
Cc1ccc(-n2nnnc2CNC(=O)c2ccccc2S(C)(=O)=O)cc1C | -4.3% | x | -8.7%
O=C(Nc1ccc2c(c1)CCC2)c1cccc(F)c1 | 11.0% | 4.7% | 1.3%
COc1cccc(Cn2c(=O)c(-c3cc(F)cc(F)c3)nc3cnc(N4CCN(C)CC4)nc32)c1 | x | -12.4% | 1.6%
S=c1[nH]nc(-c2ccccn2)n1/N=C/c1ccccc1 | -1.6% | -0.7% | 0.8%
CC(=O)CSc1nnc(-c2cnccn2)n1-c1ccccc1 | 2.3% | -0.2% | -21.7%
COC(=O)[C@H](Cc1ccc(O)cc1)NCCCn1cnc(C(=O)Nc2ccc(C)c(C)c2)n1 | -7.1% | x | u
Cn1c(=O)[nH]c2cc(-c3noc(-c4cccc(Cl)c4)n3)ccc21 | -2.2% | x | 4.8%
C/C(=N\NC(=S)NC1CCCCC1)c1ccccc1 | 6.1% | 22.3% | u
O=C1CN(C(=O)c2ccccc2)C(c2ccccc2)c2cc(Cl)ccc2N1 (stereo unspecified) | 0.5% | 1.9% | 5.1%

Continued, overlapping the part above by five compounds.
SMILES | FEN1 inhibitor | N370S GC mod | TDP1 cell CPT
CC(=O)CSc1nnc(-c2cnccn2)n1-c1ccccc1 | 2.3% | -0.2% | -21.7%
COC(=O)[C@H](Cc1ccc(O)cc1)NCCCn1cnc(C(=O)Nc2ccc(C)c(C)c2)n1 | -7.1% | x | u
Cn1c(=O)[nH]c2cc(-c3noc(-c4cccc(Cl)c4)n3)ccc21 | -2.2% | x | 4.8%
C/C(=N\NC(=S)NC1CCCCC1)c1ccccc1 | 6.1% | 22.3% | u
O=C1CN(C(=O)c2ccccc2)C(c2ccccc2)c2cc(Cl)ccc2N1 (stereo unspecified) | 0.5% | 1.9% | 5.1%
Cc1cccc(OCCOC(=O)C2CCN(S(=O)(=O)c3cccs3)CC2)c1 | -18.8% | 6.1% | -0.8%
Cc1cccc(N2CCN(C(=O)CC(NC(=O)c3ccccc3)c3ccccc3)CC2C)c1 (stereo unspecified) | -15.5% | 5.9% | u
COc1cc2c(cc1OC)C1=C(C#N)CC/C(=N\S(=O)(=O)c3ccccc3)N1CC2 | 5.2% | -10.8% | -22.7%
COCCCNC(=O)c1cnc2sc(N3CCCCC3)nn2c1=O | 26.8% | x | -6.6%
O=C(/C=C/c1ccc2c(c1)OCO2)N1CCN(c2n[nH]c(=O)[nH]c2=O)CC1 | 3.2% | 18.3% | -16.1%
CCSc1ccc([C@@H]2[C@H]3C(=O)N(CC)C(=O)[C@H]3[C@]3(C(=O)OC)CCCCN23)cc1OC | -2.9% | x | u
CCCCC(=O)OCC(=O)c1[nH]c(C)c(C(C)=O)c1C | -10.1% | -4.0% | 6.2%
O=C(NCc1ccncc1)c1cc(C(=O)C2CCCCC2)c[nH]1 | 4.5% | 7.0% | 22.8%
CCOc1ccccc1NS(=O)(=O)c1c[nH]c(C(=O)OC)c1 | 13.3% | 2.8% | u
CN(Cc1cn(-c2ccccc2)nc1-c1ccc(Cl)cc1)C(=O)CCC(=O)O | -0.7% | -11.6% | -10.3%
CC(NC(=O)c1cc2ccccn2n1)c1ccccc1 (stereo unspecified) | 2.7% | x | -10.5%
Cc1nc(N2CCN(c3ccccn3)CC2)c2c(C)c(C(=O)Nc3ccc(F)cc3F)sc2n1 | 15.9% | 1.1% | 16.4µM*
Cc1ccc(Nc2nc(N)nc(CN3CCN(C)CC3)n2)cc1 | -6.7% | -6.2% | 2.9%
Cc1nn(CC(=O)Nc2ccc3c(c2)OCO3)c(C)c1[N+](=O)[O-] | -12.3% | 5.6% | -7.8%
O=C(O)CCc1nnc2n(Cc3ccc(F)cc3)c(=O)c3ccccc3n12 | 11.2% | 3.3% | 16.0%
O=C(OCC(F)(F)C(F)F)c1ccccc1C(=O)Oc1ccc(F)cc1F | -7.5% | u | -30.4%
O=C1CCCCN1CCc1c[nH]c2ccccc12 | -4.1% | 3.1% | -8.4%
CCOc1ccccc1NC(=O)COC(=O)c1c(CC)noc1C | 1.1% | 8.0% | -9.4%
CC(=O)Nc1ccccc1NC(=O)C/C(C)=N/NC(=O)C(=O)N1CCCCC1 | 1.8% | -2.5% | 1.2%
COc1ccc(-c2csc(NS(=O)(=O)c3ccc([N+](=O)[O-])cc3)n2)cc1 | 2.1% | 4.8% | u
COc1ccc(CNC[C@@H](CCCCN(C)Cc2ccc(OC)cc2)N2C[C@H](c3ccccc3)N(CCc3ccc(Cl)c(Cl)c3)C(=O)C2=O)cc1 | -1.8% | u | u
CC1CCCC(C)N1C(=O)COc1ccc(F)cc1 (stereo unspecified) | -5.2% | -9.3% | 7.0%
COc1ccc([N+](=O)[O-])c(OC)c1C(=O)NC(=O)Nc1c(F)c(F)c(F)c(F)c1F | 6.5% | -2.1% | -27.0%
CCOc1cc(OCC)cc(C(=O)Nc2cccc(C(C)=O)c2)c1 | 2.6% | 2.8% | u
CN(C)CCCC1Sc2ccccc2Sc2ccccc21 (stereo unspecified) | -5.2% | x | u
O=C(c1cccs1)N(Cc1ccco1)Cc1cc2ccccc2[nH]c1=O | -3.2% | 9.7% | u
COC(=O)Cn1c(=NC(=O)c2ccc(OC)cc2)sc2cc(OC)ccc21 | -2.5% | u | u
COc1cc(C(=S)N2CCCC2)ccc1OCc1ccc(C)cc1 | 3.6% | 1.4% | u
Cc1cccc2nc(CNC(=O)CC3C(=O)NCCN3Cc3cccc(F)c3)cn12 (stereo unspecified) | -14.0% | -1.5% | -1.3%
CCOc1c(Nc2ccc(C(C)C)cc2)c(=O)c1=O | 2.0% | 11.2% | -9.3%
Cc1ccccc1NC(=O)Nc1nnc(CC(=O)NCc2ccccc2)s1 | -0.3% | 3.5% | -7.1%
NC(=O)C1CCCN(S(=O)(=O)c2ccc3ccccc3c2)C1 (stereo unspecified) | 0.4% | -1.9% | 3.9%
COc1ccc(CCNC(=O)CCCCCN2C(=O)[C@@H]3Cc4ccccc4CN3C2=O)cc1OC | -9.1% | -2.5% | 20.6µM*
COc1cccc(CN(C)C(=O)CCN=C2NS(=O)(=O)c3ccccc32)c1 | 0.3% | x | -17.3%
CCC1(C)Cc2c(sc3c2c(=O)n(C)c2nnc(SCC(=O)c4ccccc4)n32)CO1 (stereo unspecified) | -3.3% | x | u
COc1ccc(Cl)cc1C(=O)NNC(=O)C1CCCO1 (stereo unspecified) | -1.5% | -3.0% | 3.2%
Cc1ccc(NC(=O)C(C)OC(=O)Cc2c[nH]c3ccccc23)cc1S(=O)(=O)N1CCOCC1 (stereo unspecified) | 5.6% | 4.2% | -26.8%
COc1ccc(OC)c(NC(=O)c2ccc3c(c2)C(=O)N(c2ccc(OC(C)=O)cc2)C3=O)c1 | 3.9% | -5.4% | 5.4%
Cc1nc(-c2ccc(Cl)cc2)sc1CCNC(=O)c1ccc(C(F)(F)F)cc1 | -7.0% | x | 8.2µM*
CC1Cc2cc(/C(O)=C3/C(=O)C(=O)N(CCCN(C)C)C3c3ccncc3)ccc2O1 (stereo unspecified) | -3.4% | -3.0% | 6.8%
Cc1ccc(OCCNC(=O)/C=C/c2ccccc2)cc1C | 2.9% | 28.9% | -4.9%
Cc1cc(C(=O)OCC(=O)NCCN2C(=O)CSC2=O)ccc1[N+](=O)[O-] | 7.2% | x | 0.1%
COc1ccc(C(=O)C[n+]2cccc3cc(OC)ccc32)cc1 | 6.2% | -4.2% | u
CCCCc1cc(=O)oc2cc(C)cc(OCC(=O)NCc3ccncc3)c12 | -1.1% | -8.0% | -23.1%
CCC12CN(C(=O)c3ccc(OC)cc3)CC(CC)(CN(C(=O)c3ccc(OC)cc3)C1)C2=O | 2.6% | 14.8% | -10.0%
COc1ccccc1N1CCN(C(c2ccc(N(C)C)cc2)c2nnnn2CCc2ccccc2)CC1 (stereo unspecified) | -2.0% | 3.6% | -17.0%
CCOc1ccc(NC(=S)N(CCc2c(C)[nH]c3ccc(C)cc23)Cc2cccnc2)cc1 | -21.3% | u | -21.5%
Cc1c(NC(=O)C(C)OC(=O)c2cccc(S(=O)(=O)N3CCOCC3)c2)c(=O)n(-c2ccccc2)n1C (stereo unspecified) | -11.9% | -6.4% | 0.5%
Cc1c(C(=O)Nc2ccccc2)sc2nc(-c3ccccc3)cn12 | 6.9% | 5.3% | 18.4µM*
CN(C(=O)CSc1nccc(=O)[nH]1)C1CCCCC1 | 15.5% | x | -7.3%
CC1Cc2nc(SCC(=O)NCC3CCCO3)n(C)c(=O)c2S1 (stereo unspecified) | 1.1% | -23.0% | 4.0%
Cc1ccc(Cn2ccnc2SCC(=O)Nc2ccccc2C(F)(F)F)cc1 | -3.4% | x | -10.7%
O=C(N1CCOCC1)N(CCN1CCOCC1)Cc1cccc2ccccc12 | -3.2% | 21.6% | -24.0%
CN1C(=O)c2cccc3c(S(=O)(=O)NCCc4ccccc4)ccc1c23 | 17.3% | -4.3% | u
